# Screening results (PubChem BioAssay)
# Anthrax LF inh2: Bacillus anthracis LF protease inhibitors, primary screen, biochemical, multiplex microsphere, MLPCN library; Lethal factor (Bacillus anthracis), P15917; multiplex microsphere protease cleavage assay; inhibition, % at 10 µM; 0.12% of 360,000 active; AID 588501, 2011; also: plate controls were buffer without enzyme for full effect and enzyme alone for no effect
# Target sequence (P15917 whole entry, looked up): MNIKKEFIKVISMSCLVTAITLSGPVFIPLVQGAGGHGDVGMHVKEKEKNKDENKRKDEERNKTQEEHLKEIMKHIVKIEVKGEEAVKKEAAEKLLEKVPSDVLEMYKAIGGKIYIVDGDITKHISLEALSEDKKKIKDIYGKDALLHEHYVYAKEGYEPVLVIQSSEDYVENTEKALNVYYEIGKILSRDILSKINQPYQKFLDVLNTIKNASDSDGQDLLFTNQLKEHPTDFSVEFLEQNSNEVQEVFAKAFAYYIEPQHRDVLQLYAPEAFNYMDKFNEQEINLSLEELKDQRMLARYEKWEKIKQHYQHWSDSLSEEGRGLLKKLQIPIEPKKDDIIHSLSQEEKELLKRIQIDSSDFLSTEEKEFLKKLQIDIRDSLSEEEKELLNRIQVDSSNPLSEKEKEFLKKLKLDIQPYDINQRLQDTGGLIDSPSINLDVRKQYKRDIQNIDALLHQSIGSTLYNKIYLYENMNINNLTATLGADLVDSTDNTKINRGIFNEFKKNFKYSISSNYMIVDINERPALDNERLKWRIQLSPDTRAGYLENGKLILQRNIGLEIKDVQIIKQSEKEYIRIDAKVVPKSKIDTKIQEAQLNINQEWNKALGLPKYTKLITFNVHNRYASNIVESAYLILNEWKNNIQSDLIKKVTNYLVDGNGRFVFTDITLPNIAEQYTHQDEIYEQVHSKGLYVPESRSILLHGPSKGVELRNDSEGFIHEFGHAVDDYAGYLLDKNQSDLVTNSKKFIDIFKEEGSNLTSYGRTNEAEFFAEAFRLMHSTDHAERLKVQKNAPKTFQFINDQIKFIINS
# Yp Topo-I inh: Yersinia pestis topoisomerase I inhibitors, primary screen, biochemical, cleavage product accumulation, plate reader, single point. DNA topoisomerase I (Yersinia pestis CO92). Y. pestis Topo-I cleavage product accumulation. activity, % at 10 µM. 0.064% of 360,000 active. AID 504884, 2011; in the data active = activity above about 50%, passing the limit was not always enough; inconclusive = no clear call, values can overlap the other calls; also: inactives centre near 2
# BoNT F protease: BoNT/F light chain protease inhibitors, primary screen, biochemical, flow cytometry, MLPCN library; Multiplex microsphere protease cleavage assay; inhibition, % at 10 µM; 0.22% of 360,000 active; AID 588497, 2011; in the data active = inhibition above about 35%, passing the limit was not always enough; inconclusive = no clear call, values can overlap the other calls; also: plate controls were buffer without enzyme for full effect and enzyme alone for no effect
# FadD28 FP inh: inhibitors of FadD28 bisubstrate probe binding, primary screen, biochemical, fluorescence polarization, single point; Mycobacterium tuberculosis FadD28 fatty-acid-AMP ligase; inhibition, % at 12.5 µM; AID 588549, 2011; 0.22% of 360,000 active; in the data active = inhibition above about 8.5%, passing the limit was not always enough; inconclusive = no clear call, values can overlap the other calls
# PrPC TRFRET: inhibitors of human cell surface prion protein PrPC, primary screen, cell-based, TR-FRET; Major prion protein (Homo sapiens), P04156; TR-FRET read-out; inhibition, % at 13.8 µM; 0.43% of 370,000 active; in the data active = inhibition above about 24%; also: 0% = median of the test wells and 100% = reference compound wells
# PfHsp40 rescue: rescue of yeast from PfHsp40 toxicity, primary screen, S. cerevisiae, ATP luminescence; S. cerevisiae expressing PfHsp40, growth rescue; growth rescue, % at 12.5 µM; 0.68% of 340,000 active; in the data active = growth rescue above about 28%, passing the limit was not always enough; inconclusive = no clear call, values can overlap the other calls;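 also: yeast W303a lacking pdr1 and pdr3 grown in galactose medium; growth measured after three days at 30 °C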
# TcdB GH inh: TcdB glycohydrolase inhibitors, primary screen, biochemical, single point, plate reader | Toxin B (Clostridioides difficile), P18177 | TcdB glycohydrolase enzymatic assay | inhibition, % at 9.99 µM | 0.24% of 350,000 active | AID 652162, 2013; in the data active = inhibition above about 10%
# CCHFV vOTU inh: CCHFV vOTU protease inhibitors, primary screen, biochemical, Pep-AMC substrate, fluorescence | AID 651958, 2012 | Crimean-Congo hemorrhagic fever virus L polyprotein viral ovarian tumor (vOTU) protease … | 0.55% of 370,000 active | inhibition, % at 11.5 µM; in the data active = inhibition above about 30%; also: 0% = vehicle wells with enzyme and 100% = no enzyme wells
# BoNT-A LC inh2: BoNT/A light chain protease inhibitors, primary screen, biochemical, flow cytometry, MLPCN library | Botulinum neurotoxin type A light chain protease (Clostridium botulinum A str. ATCC 3502) | 0.17% of 360,000 active | AID 588499, 2011 | multiplex microsphere protease substrate cleavage | inhibition, % at 10 µM; also: plate controls were buffer without enzyme for full effect and enzyme alone for no effect
# Active calls of the source: *; ? = inconclusive; nt = no result given; & = joins results of further samples. Rule as the data show it, unless noted: active = inhibition above about 30%; inconclusive = no clear call, values can overlap the other calls; inactive = below that.
SMILES,Anthrax LF inh2,Yp Topo-I inh,BoNT F protease,FadD28 FP inh,PrPC TRFRET,PfHsp40 rescue,TcdB GH inh,CCHFV vOTU inh,BoNT-A LC inh2
O=C(NCc1ccc(F)cc1)c1cccc(S(=O)(=O)N2CCCC2)c1,1,3,-7,2.9,10,0.1,nt,-5,0.0
CCC(C)[C@H](N)c1nnc(SCc2cccc(F)c2)o1 (stereo not given in full),-4,-6,-12,-2.4,1,4.8,-0.7,-12,-0.9
Cc1nc2cc(C(=O)OCC(=O)Nc3cccc(Cl)c3)ccc2n1-c1ccccc1,0,24,0,0.7,-4,2.0,-0.1,5,0.9
CCNC(=O)C1CCCN(C(=O)c2ccccc2)CC1 (stereo not given),-10,5,1,2.1,0,nt,0.9,-6,-0.2
COc1ccc(N(CC(=O)Nc2cccc(OC)c2)S(=O)(=O)c2c(C)nn(C)c2C)cc1,-5,15,2,-2.0,-5,-0.8,nt,18,1.9
COc1cc(/C=C/C(=O)N2CC(C)OC(C)C2)cc(OC)c1OC (stereo not given),-13,-5,15,0.3,8,-0.7,1.6,-14,-1.5
O=C(CN1C(=O)NC2(CCCC2)C1=O)N1CCN(S(=O)(=O)c2ccccc2Br)CC1,-4,4,-3,-4.1,4,1.8,1.2,8,0.0
Cc1nc(-c2ccccn2)nc(N(C)c2ccccc2)c1Cl,2,15,?,0.1,9,180*,2.7,1,2.3
Cc1cc(-c2ccccc2)nc2[nH]n(-c3ccccc3)c(=O)c12,-6,0,-5,0.6,-11,0.7,nt,-2,0.2
Cc1cc(C)c(S(=O)(=O)c2cccc(Br)c2C)c(=O)[nH]1,12,-1,10,nt,1,-0.7,0.3,-6,1.1
CC(C)CCOC(=O)C1C2C=CC3(CN(Cc4cccs4)C(=O)C13)O2 (stereo not given),6,1,-5,0.7,0,-0.3,0.4,2,0.2
COc1ccc2c(c1)Cc1sc(NC(=O)c3cccs3)nc1-2,-4,-6,3,-4.8,11,0.4,nt,18,2.6
Cc1ccc(-c2nnc(OCc3cccnc3)c3ccccc23)cc1,-4,29,-2,-3.3,10,0.1,1.4,12,-0.9
CCC(C)NC(=O)CN1C(=O)COc2ccc(S(=O)(=O)N3CCOCC3)cc21 (stereo not given),1,-5,-5,-3.3,9,-0.1,-4.7,-3,-1.8
NC(=O)c1ccc(-n2nnnc2SCC(=O)Nc2ccccc2-c2ccccc2)cc1,-13,12,2,-1.5,1,-1.7,nt,-2,-0.1
Cc1nn(C(C)C(=O)NCCN2CCCCCC2)c(=O)c2nn(-c3ccccc3)c(C)c12 (stereo not given),-2,9,2,0.1,1,0.7,1.4,-12,0.1
Cc1ccc(S(=O)(=O)c2nnn3c2nc(N2CCCCC2)c2ccccc23)cc1,0,2,-3,-3.2,4,0.1,nt,-8,-0.1
COc1cccc(CNc2nc3cc(-c4cccc(Cl)c4)sc3c(=O)n2C)c1,3,-4,12,-1.1,-2,nt,0.5,4,0.5
Cc1c(C(=O)Cc2ccccc2)n(C)c2ccccc12,-2,17,2,-3.8,0,8.9,0.5,0,-0.2
COc1ccccc1NC(=O)C(C)N1CCN(C/C=C/c2ccccc2)CC1 (stereo not given),-4,26,1,-0.8,-3,0.3,nt,13,-0.7
COc1cccc(OC)c1C(=O)NC(=S)Nc1ccc2oc(-c3ccncc3)nc2c1,1,-4,-1,0.5,-2,-0.2,-3.5,6,0.0
CC(C)=N/N=C1/NC(=O)C(CC(=O)Nc2cc(Cl)ccc2C)S1 (stereo not given),-2,8,-14,0.8,0,-1.3,nt,-5,-0.8
COc1cc(C)ccc1OCc1cc(C(=O)N2CCN(C)C[C@@H]2c2ccccc2)no1,2,18,5,0.3,-3,-0.4,3.9,2,-0.7
O=S(=O)(Nc1ccc(N2CCOCC2)cc1)c1ccc(Cl)s1,-4,-7,-15,1.3,1,-1.2,nt,-22,0.3
O=C(CN1CCN(c2ccc(F)cc2)CC1)Nc1ccccc1Br,-9,-1,-4,-2.9,9,1.3,-0.6,8,1.0
O=C(O)CC(NC(=O)Cc1ccccc1)c1cc([N+](=O)[O-])ccc1Cl (stereo not given),-3,4,-2,-3.4,-12,0.2,1.5,-2,-1.6
NC(=O)[C@@H]1CCCN1Cc1c(C(=O)N2CCN(C3CCCCC3)CC2)nc2ccccn12,0,10,-4,2.5,0,-1.4,-9.2,-15,-0.6
CCOC(=O)c1c(NC(=O)C2CC(Cl)=CCC2C(=O)O)sc2c1CC(C)(C)OC2 (stereo not given),-1,2,-5,-3.4,7,-0.6,0.5,9,-0.9
C/C(=N\Nc1ncc(Cl)cc1Cl)c1ccc(OC(F)F)cc1,-6,9,-13,-4.7,3,-0.9,nt,-3,0.1
O=C(NCCc1cn[nH]c1)c1ccc2oc(CCc3ccccc3)nc2c1,-4,6,0,0.4,-5,nt,0.6,9,0.6
Cc1ccc2nc(Cc3ccc(N)cc3)[nH]c2c1,-10,-3,-13,-1.7,1,0.8,nt,9,-1.5
CCOc1cc(N2CCOCC2)c(OCC)cc1NC(=O)Cc1cccc(OC)c1,-6,26,-18,-0.8,-3,0.0,nt,1,-0.1
COc1cccc(NC(=O)COC(=O)CC2CC3CCC2C3)c1 (stereo not given),-3,-6,12,1.9,7,3.3,0.5,-15,0.9
Cc1ccc(C(=O)CSc2nnc(CNc3nc(-c4ccccc4)cs3)n2C)cc1,-2,19,10,-3.1,3,10,nt,15,1.5
Cc1ccc(S(=O)(=O)N(C)CCCC(=O)N2CCCCC2)cc1,1,-4,16,0.3,1,-1.9,0.2,14,1.0
O=C(Cc1ccc(Cl)cc1)NCC(=O)N1CCCC1,-1,0,0,-1.4,3,1.4,nt,4,0.4
CCCn1c(N)c(C(=S)NC(=O)C2CC2)c(=O)n(C)c1=O,0,-2,-2,-1.6,nt,-0.6,nt,nt,-0.7
OC(CCN1CCOCC1)c1ccccc1 (stereo not given),2,-6,?,1.5,-3,-0.3,0.8,3,-4.3
O=[N+]([O-])c1cccc(S(=O)(=O)Nc2cccc(-c3ccc(N4CCOCC4)nn3)c2)c1,-2,-5,9,-0.1,-11,5.2,0.1,1,0.8
COc1ccc(OCCSc2nnc(CCNC(=O)c3ccc(OC)cc3)n2C)cc1,4,-1,3,-1.0,-3,-0.9,nt,-15,-0.2
CCOC(=O)Cc1c(C)nc2c(-c3ccccc3)c(C)[nH]n2c1=O,-3,-2,1,-0.3,2,0.5,nt,-9,0.5
O=c1[nH]cc(NCCc2ccccc2)c(=O)[nH]1,-1,2,0,-2.1,-8,0.9,1.2,-16,-0.7
O=C(CSc1cc(Cl)ccc1Cl)Nc1ccc(N2CCOCC2)cc1,-6,6,-18,-1.7,-3,1.1,0.6,8,0.0
Cc1cccc(N(CC(O)CN2CCOCC2)S(=O)(=O)c2ccccc2)c1 (stereo not given),-1,-4,-2,-3.3,-6,1.8,1.9,11,-1.0
COc1cc(NC(=O)CSCc2cnn(-c3ccccc3)c2-n2cccc2)cc(OC)c1,-10,25,1,-2.6,3,6.6,nt,-1,-1.3
O=C(O)c1nnn(-c2cc(C(F)(F)F)cc(C(F)(F)F)c2)c1-c1ccccc1,nt,4,nt,-0.1,0,0.3,0.6,10,nt
O=C(CSCc1c(Cl)cccc1Cl)NN1C(=O)c2ccccc2C1=O,-4,-1,-7,-1.3,8,-0.4,nt,4,0.4
CC(C)C(NC(=O)c1ccccc1)C(=O)NCCc1ccccc1 (stereo not given),-1,9,-3,-4.2,-1,5.5,0.9,-7,-0.5
NC(=O)c1ccc(-n2nnnc2SCc2ccccc2)cc1,-6,3,?,-3.6,7,-0.4,nt,9,0.5
CC(OC(=O)C1=COCCO1)C(=O)NC(C)c1ccc(Cl)cc1Cl (stereo not given),-2,-5,6,-5.2,-1,0.2,1.0,-3,-1.0
COc1ccc(CNC(=O)C2CCN(c3cc(C(=O)Nc4cccc(OC)c4)ccn3)CC2)cc1,2,8,-4,-3.4,-9,0.3,0.4,-15,-0.2
CCSCC1COC(c2cccn2Cc2ccc(C)cc2)=N1 (stereo not given),-10,-6,17,-1.2,-6,2.3,nt,19,-0.9
C#CCN(C[C@@H]1[C@@H](OC(=O)NCc2ccc(OC)c(OC)c2)[C@@H](OC(=O)NCc2ccc(OC)c(OC)c2)Cn2c(=O)n(CCCCCC)c(=O)n21)S(=O)(=O)c1ccc(C)cc1,2,31,-2,-4.3,-6,nt,0.7,8,0.0
Cc1cccc(C(=O)NCC(=O)N2CCN(S(=O)(=O)c3ccccc3)CC2)c1,-5,7,-4,-3.6,-3,-0.4,-0.6,-5,-5.3
Cc1ccc2c(c1)C(c1ccccc1)N(C(=O)c1ccc(Br)o1)CC(=O)N2 (stereo not given),4,22,-2,-3.6,17,1.6,-5.1,8,0.2
CCOCc1nnc(NC(=O)CCc2ccccc2)s1,0,7,0,-2.6,3,-0.2,nt,23,-0.2
CCOC(=O)Cn1c(=O)c2c(nc3n2CCN3Cc2ccccc2)n(C)c1=O,-4,-1,?,-5.3,-1,2.2,nt,13,0.0
CC1=CCC(C(=O)O)(C(=O)N/N=C/c2cccnc2)C(c2ccccc2)C1 (stereo not given),-5,5,-10,-3.5,0,0.3,1.4,-7,-1.9
Cc1cc(C)n(-c2ccc(C(=O)Nc3cccnc3)cc2)n1,2,-8,26,-0.9,1,-0.5,1.7,-12,1.3
CCN(CC)c1ccc(N=Cc2c(O)n(Cc3ccccc3)c(=O)[nH]c2=O)cc1,1&2,3&-3,12&-2,-4.1&0.1,5&0,-0.4&-0.7,nt,9&-6,0.3&0.2

# Overlap with the part before: 3 compounds, followed by the next part.
SMILES,Anthrax LF inh2,Yp Topo-I inh,BoNT F protease,FadD28 FP inh,PrPC TRFRET,PfHsp40 rescue,TcdB GH inh,CCHFV vOTU inh,BoNT-A LC inh2
CC1=CCC(C(=O)O)(C(=O)N/N=C/c2cccnc2)C(c2ccccc2)C1 (stereo not given),-5,5,-10,-3.5,0,0.3,1.4,-7,-1.9
Cc1cc(C)n(-c2ccc(C(=O)Nc3cccnc3)cc2)n1,2,-8,26,-0.9,1,-0.5,1.7,-12,1.3
CCN(CC)c1ccc(N=Cc2c(O)n(Cc3ccccc3)c(=O)[nH]c2=O)cc1,1&2,3&-3,12&-2,-4.1&0.1,5&0,-0.4&-0.7,nt,9&-6,0.3&0.2
Cc1ccc(S(=O)(=O)N2CCN(CC(=O)Nc3ccc([N+](=O)[O-])cc3)CC2)cc1C,-3,7,0,0.5,-3,0.8,nt,0,-1.0
COc1cc(/C=N/NC(=O)c2ccc(CN(C)S(=O)(=O)c3ccc(C)cc3)cc2)ccc1O,-1,10,-1,-4.9,28*,-0.3,-0.2,6,-0.3
CCC(Cc1ccccc1)NS(=O)(=O)c1c(C)nc2scc(C)n2c1=O (stereo not given),1,-1,-2,0.4,-2,0.7,0.1,0,0.2
CNC(=O)c1ccc(NC(=O)c2ccc3c(=O)n4c(nc3c2)CCC4)cc1,-7,-8,-1,nt,-4,0.3,0.0,-4,-2.4
COC(C/C=C\[C@@H](O)[C@@H](C)OCc1ccccc1)OC,-2,4,6,-3.5,7,0.0,-1.6,2,-0.3
Cc1cc(/C=C2\SC(=Nc3ccc(N4CCOCC4)cc3)N(C)C2=O)c(C)n1-c1cccnc1,-1,-10,28,0.1,0,0.5,nt,6,2.0
COc1ccc(/C(N)=N/OC(=O)c2ccco2)cc1,-3,1,-7,-3.0,1,-0.7,0.6,-7,0.8
Cc1cc(N2C(=O)C(O)=C(C(=O)c3ccc(C)o3)C2c2cccc(Oc3ccccc3)c2)no1 (stereo not given),0,?,8,-0.7,2,0.7,1.5,-3,1.4
